UHRF1 MBD2 ctr: blocks human UHRF1 binding to methylated DNA. Q96T88. inhibition, % at 4.4 µM. 370,000 compounds, 0.75% hits. UHRF1 binding to methylated oligo, TR-FRET; in the data active = inhibition above about 21%;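 also: UHRF1 SRA domain binding a hemimethylated CpG hairpin DNA probe; 0% = median of test compound wells and 100% = reference inhibitor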
HTRA1 inhibitor: blocks human HTRA1 serine peptidase; Q92743; recombinant HTRA1, FP-rhodamine activity-based probe, fluorescence polarization; inhibition, % at 5.96 µM; 340,000 compounds, 0.5% hits; AID 504803; in the data active = inhibition above about 36%;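 also: 0% = enzyme with DMSO and 100% = wells lacking enzyme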
Target sequence (Q92743 whole entry, looked up): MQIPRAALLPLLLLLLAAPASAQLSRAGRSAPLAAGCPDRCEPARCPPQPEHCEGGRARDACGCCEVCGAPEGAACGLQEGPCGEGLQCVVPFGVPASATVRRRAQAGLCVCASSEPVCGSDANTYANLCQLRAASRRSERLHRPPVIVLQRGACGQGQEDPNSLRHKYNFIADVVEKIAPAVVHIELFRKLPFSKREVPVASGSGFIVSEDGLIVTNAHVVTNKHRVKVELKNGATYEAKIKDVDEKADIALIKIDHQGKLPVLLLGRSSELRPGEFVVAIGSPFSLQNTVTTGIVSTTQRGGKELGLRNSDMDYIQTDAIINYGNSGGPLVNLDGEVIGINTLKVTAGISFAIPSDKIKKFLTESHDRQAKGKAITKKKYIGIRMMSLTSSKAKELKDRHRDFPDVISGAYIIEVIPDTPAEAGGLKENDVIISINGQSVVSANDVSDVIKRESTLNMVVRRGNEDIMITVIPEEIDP
MBD2 inh: inhibitors of human MBD2 binding to methylated oligonucleotide | TR-FRET | inhibition, % at 4.4 µM | 370,000 compounds, 0.31% hits | AID 686964; in the data active = inhibition above about 13%
Target sequence (Q9UBB5 whole entry, looked up): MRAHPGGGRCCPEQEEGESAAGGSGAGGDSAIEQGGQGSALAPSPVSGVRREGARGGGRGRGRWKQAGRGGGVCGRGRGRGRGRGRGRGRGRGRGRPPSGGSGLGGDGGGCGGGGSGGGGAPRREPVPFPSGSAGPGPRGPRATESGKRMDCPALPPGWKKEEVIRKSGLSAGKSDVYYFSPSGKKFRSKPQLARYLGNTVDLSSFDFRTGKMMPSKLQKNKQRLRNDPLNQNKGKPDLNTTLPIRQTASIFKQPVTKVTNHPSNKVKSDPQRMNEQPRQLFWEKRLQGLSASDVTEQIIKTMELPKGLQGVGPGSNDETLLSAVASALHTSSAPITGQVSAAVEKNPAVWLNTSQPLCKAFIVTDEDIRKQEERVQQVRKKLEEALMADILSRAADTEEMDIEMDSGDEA
ABHD4 inh: inhibitors of mouse ABHD4 | Q8VD66 | 370,000 compounds, 0.54% hits | inhibition, % at 8.92 µM | purified mABHD4, FP-Rh probe fluorescence polarization;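 active = inhibition exceeding the mean over every tested compound plus 3 SD, cut at about 30% in these data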;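 also: 0% = plate median of compound wells and 100% = S159A mutant with DMSO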
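assay system = mABHD4 protein | compound dosing = single nominal dose of 8.92 µM, 0.89% DMSO final | read-out basis = percent inhibition of probe binding, normalized to plate controls | schedule = Enzyme–compound pre-incubation 45 min, then probe 60 min, both 25 °C | detection = fluorescence polarization, excitation 525 nm, emission 598 nm, BODIPY TMR filters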
Rev-erbA mod: modulators of human Rev-erb alpha DNA binding; P20393; Rev-erbα–FITC-DNA binding, fluorescence polarization, 90 min; activity, % at 10 µM; 370,000 compounds, 0.79% hits;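 active = activity above about 14%, limit read from the data; passing the limit was not always enough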;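 also: 0% = DMSO wells with 35 nM protein and 100% = DMSO wells with 750 nM protein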
TCR CD3 inh: human TCR-CD3 binding inhibition; TAMRA-labeled TCR probe fluorescence, biochemical; inhibition, % at 9.4 µM; 360,000 compounds, 0.37% hits; AID 651800; in the data active = inhibition above about 19%;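 also: recombinant mutant TCR 2C K166C tagged with TAMRA read by polarization; 0% = receptor in buffer alone and 100% = receptor with positive control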
rCAG binder: r(CAG) repeat RNA binding. TO-PRO-1 dye displacement fluorescence. inhibition, % at 3 µM. 370,000 compounds, 1.3% hits;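 active = inhibition above the plate cutoff, the mean of all test compounds on that plate plus 3 SD, cut at about 35% in these data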;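 also: 0% = DMSO alone and 100% = 100 µM mitoxantrone as full dye displacement; higher means more dye released from RNA so lower well fluorescence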
LEDGF integ inh: blocks HIV-1 LEDGF/p75-dependent DNA integration; TR-FRET IN-LEDGF/p75 DNA integration, Eu/Cy5; inhibition, % at 3.7 µM; 370,000 compounds, 0.64% hits;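 active = inhibition above the screen-wide mean plus 3 SD, cut at about 13% in these data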;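 also: signal is the Cy5 over europium emission ratio at 671 and 618 nm; 0% = plate median of compound wells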
PRMT1 FP inh: inhibitors of human PRMT1 | recombinant PRMT1, activity-based probe fluorescence polarization | AID 652257 | inhibition, % at 2.79 µM | 370,000 compounds, 1.3% hits;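 active = inhibition above about 21% made by adding two undisclosed values, limit read from the data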
PG9 Ab binder: PG9 antibody binding by small molecule; TR-FRET gp120-PG9 antibody binding; AID 624416; inhibition, % at 6.7 µM; 360,000 compounds, 0.43% hits; in the data active = inhibition above about 8.5%
Numbers without * were called inactive; nt = not tested or not shown. A portion of the library, so the mix of outcomes need not match the whole.

Values in the order: UHRF1 MBD2 ctr | HTRA1 inhibitor | MBD2 inh | ABHD4 inh | Rev-erbA mod | TCR CD3 inh | rCAG binder | LEDGF integ inh | PRMT1 FP inh | PG9 Ab binder
1: CC(=O)Cc1nsc(NC(=O)c2ccc(COc3ccccc3)o2)n1
→ 3 | 2 | -4 | -10 | 1 | 1 | 7 | 2 | 0 | 1.1
2: COc1cc(OC)c(NS(=O)(=O)c2cc(C(=O)NCCCN3CCOCC3)ccc2C)cc1Cl
→ 0 | 10 | 2 | 1 | -7 | 1 | 7 | -5 | 1 | -0.7
3: C#CC(c1ccccc1)(c1ccccc1)n1ccnc1
→ -1 | 8 | -2 | 5 | 6 | -3 | 0 | 1 | 0 | 1.3
4: CC(=O)NC(Cc1c[nH]c2ccccc12)C(=O)OCC(=O)N1CCN(S(=O)(=O)c2ccc(Cl)cc2)CC1 (stereo not given)
→ 0 | 2 | 3 | 5 | 5 | -4 | 3 | -7 | 1 | -0.8
5: CC(C)=CC(=O)O[C@@H]1Cc2c(ccc3ccc(=O)oc23)OC1(C)C
→ -1 | -8 | 1 | -5 | 26* | 1 | -9 | 0 | -4 | -0.4
6: CC(NC(=O)CSc1n[nH]c(=O)n1C1CC1)C12CC3CC(CC(C3)C1)C2 (stereo not given)
→ 2 | -4 | -4 | 8 | -3 | 0 | -7 | 1 | 1 | -0.9
7: CC1=C(C(=O)OC(C)C)C(c2ccccc2)NC(=O)N1C (stereo not given)
→ 1 | 10 | 0 | 4 | -5 | 3 | -5 | 4 | 0 | -2.4
8: CCCCN1C(=O)C(CC(=O)NC2CC2)CC(C(=O)N2CCOCC2)=C1C (stereo not given)
→ 1 | -4 | 3 | -1 | 2 | -2 | 2 | -8 | -2 | 0.3
9: C=CCNC(=O)c1cc(-c2ccc(Br)cc2)on1
→ 0 | 7 | 7 | -3 | 4 | -8 | 0 | 1 | -1 | 9.4*
10: CCOc1ccc2[nH]c(=O)c(CN(CCO)Cc3nnnn3CCc3ccccc3)cc2c1
→ -3 | -5 | -4 | -3 | 4 | 0 | 1 | 3 | 4 | -0.9
11: CN(C)c1cccc(C(=O)Nc2ccc(N3CCOCC3)cc2)c1
→ -1 | 0 | 1 | 0 | 0 | 3 | -2 | -2 | 1 | -3.3
12: CCOc1ccc(C(=O)NC2CC(=O)N(c3ccc4c(c3)OCCO4)C2)cc1 (stereo not given)
→ -2 | 4 | -1 | -3 | -1 | 3 | -5 | 5 | -5 | -1.9
13: CC(CCc1ccccc1)NC(=O)Cc1ccccc1 (stereo not given)
→ -1 | 2 | 1 | 1 | 1 | 2 | -1 | -3 | 0 | -0.6
14: CC(=O)c1ccc(OC(=O)CCc2ccccc2)cc1
→ -3 | 3 | 3 | -3 | 6 | 1 | -6 | 0 | -2 | 2.1
15: COc1ccc(CS(=O)(=O)c2nc(C)cc(C)c2S(C)(=O)=O)cc1
→ 13 | -3 | -1 | 3 | -3 | -1 | -2 | 1 | 1 | -1.3
16: O=C(NCC1CCCN(Cc2ccccc2F)C1)c1cccc(C(F)(F)F)c1 (stereo not given)
→ 8 | 2 | 1 | 3 | -3 | -5 | -2 | -2 | -2 | -1.4
17: COc1ccccc1-c1cc(C(=O)N/N=C/c2ccc(C)o2)c2ccccc2n1
→ -2 | -28 | 1 | -32 | -4 | 10 | 3 | 1 | -5 | -3.5
18: O=C1[C@@H]2[C@H](C(=O)N1n1cnnc1)[C@H]1C=C[C@@H]2C1
→ 1 | 2 | 0 | -2 | 1 | 5 | 1 | -6 | 1 | 0.3
19: Cc1cccc(C)c1N1CCN(C(=O)N2CCCCC2)CC1
→ 2 | 9 | 3 | -1 | 0 | -6 | -2 | -5 | 7 | 2.1
20: O=C(O)c1cccc(-c2noc(-c3cccc(Cl)c3)n2)c1
→ 4 | -4 | 8 | -10 | -3 | -6 | 2 | 1 | 1 | 1.2
21: CC(=O)c1cccc(N=c2scc(-c3ccc(S(=O)(=O)N4CCOCC4)cc3)n2CCO)c1
→ -2 | -4 | 1 | -5 | 0 | 0 | 1 | 1 | 69* | -3.4
22: CCc1cc2c(=O)c(-c3nc4ccccc4[nH]3)coc2c(CN2CCCCC2)c1O
→ -1 | 3 | -3 | 4 | -10 | 5 | 0 | -2 | 1 | 0.2
23: CCC1(c2ccccc2)NC(=O)N(CC(=O)Nc2cc(Cl)ccc2N2CCOCC2)C1=O (stereo not given)
→ -2 | -15 | 0 | -3 | 0 | 4 | -3 | 6 | -5 | 1.0
24: Cc1ccc2nc(-c3ccc(N)cc3)sc2c1
→ 0 | nt | 1 | -3 | 8 | -3 | 6 | 0 | -2 | 0.1
25: CCOC(=O)c1cnc(/N=C/N(C)C)s1
→ -2 | 10 | -7 | 1 | -1 | 4 | -3 | 5 | -7 | -0.8
26: Cc1ccccc1NC(=S)N=Nc1c(O)n(C)c2ccc(S(=O)(=O)N3CCOCC3)cc12
→ 2 | 1 | 3 | 6 | -3 | 1 | 11 | 1 | -1 | -0.9
27: Cc1ccc2c(CC(=O)NCC(C)(C)N3CCOCC3)coc2c1
→ 0 | 7 | 2 | -1 | -1 | 5 | -2 | 3 | -2 | -1.5
28: COc1ccc(-c2csc(/C(C#N)=C\c3ccc(OC)c([N+](=O)[O-])c3)n2)cc1
→ -1 | -2 | 1 | 0 | 9 | 9 | 3 | -1 | 0 | -2.3
29: Cc1ccc(OCC(=O)Nc2c3c(nn2C(C)(C)C)CS(=O)(=O)C3)cc1
→ -2 | -7 | 0 | 7 | -3 | -1 | -1 | 6 | -2 | -1.5
30: Cc1ccc(NC(=O)CN2C(=O)S/C(=C\c3ccccn3)C2=O)cc1C
→ -4 | 7 | 0 | -1 | -4 | 1 | 2 | 2 | 0 | -1.9

Two entries from above, as tab-separated lines.
nr	molecule	UHRF1 MBD2 ctr	HTRA1 inhibitor	MBD2 inh	ABHD4 inh	Rev-erbA mod	TCR CD3 inh	rCAG binder	LEDGF integ inh	PRMT1 FP inh	PG9 Ab binder
23	CCC1(c2ccccc2)NC(=O)N(CC(=O)Nc2cc(Cl)ccc2N2CCOCC2)C1=O (stereo not given)	-2	-15	0	-3	0	4	-3	6	-5	1.0
24	Cc1ccc2nc(-c3ccc(N)cc3)sc2c1	0	nt	1	-3	8	-3	6	0	-2	0.1

(listing goes on)
Values in the order: UHRF1 MBD2 ctr | HTRA1 inhibitor | MBD2 inh | ABHD4 inh | Rev-erbA mod | TCR CD3 inh | rCAG binder | LEDGF integ inh | PRMT1 FP inh | PG9 Ab binder
31: CC(C)(C)C1=Nn2c(nnc2C2CCCCC2)SC1
→ -3 | -10 | -2 | 1 | -3 | 3 | -5 | 0 | -4 | -2.3
32: C/C(=N/NC(=O)c1ccco1)c1ccc(NC(=O)c2ccc(Br)o2)cc1
→ -1 | -9 | 2 | 1 | 1 | 6 | 1 | 1 | 0 | -2.6
33: Cc1nn(-c2cccc(Cl)c2)c2c1C(c1ccncc1)C(C#N)=C(N)O2 (stereo not given)
→ 3 | 31 | -2 | 48* | -1 | -6 | 36* | 0 | 5 | -4.2
34: Cc1ccc(S(=O)(=O)NCCN=C(CN2CCCC2)NS(=O)(=O)c2ccc(C)cc2)cc1
→ -2 | -13 | -2 | 0 | -5 | 0 | -6 | -2 | -2 | 0.7
35: COc1ccccc1NCCC#N
→ -3 | 3 | -3 | -4 | -1 | -7 | -3 | 1 | -4 | 2.2
36: Cc1ccc(CS(=O)(=O)Cc2ccc(C(=O)NCc3ccco3)o2)cc1
→ 1 | -1 | -3 | -4 | 2 | 4 | -1 | 0 | -3 | -0.6
37: O=C(O)c1cnn(-c2nc(-c3cccc([N+](=O)[O-])c3)cs2)c1C(F)(F)F
→ 1 | -2 | 4 | -6 | 1 | -2 | 15 | 8 | 0 | -1.5
38: Cn1cccc1/C=N/NC(=O)CSc1nc2ccccc2[nH]1
→ 0 | nt | -1 | 5 | -4 | -7 | -1 | -4 | 8 | -1.3
39: O=C(NCCc1nc2ccccc2[nH]1)/C(=C/c1ccc2c(c1)OCO2)NC(=O)c1ccccc1Cl
→ -2 | 0 | 1 | -6 | 0 | 4 | 2 | 4 | -2 | -3.4
40: Cc1cc(=O)[nH]c(SC(C)C(=O)Nc2cccc3ccccc23)n1 (stereo not given)
→ 0 | 7 | 2 | -1 | -6 | 6 | 4 | 5 | -2 | 0.7
41: CCOc1cccc(-n2nnnc2-c2ccc(OC)cc2)c1
→ 1 | -9 | 6 | -23 | 0 | -16 | -2 | -3 | 5 | 0.4
42: CCS(=O)(=O)N1CCCC(C(=O)NCCCN2CCCC2=O)C1 (stereo not given)
→ -1 | 3 | -1 | 6 | 0 | -4 | 1 | 1 | 6 | 0.0
43: Cc1ccsc1/C=N/NC(=O)Cc1ccc([N+](=O)[O-])cc1
→ 3 | -1 | -2 | 1 | 1 | -4 | -2 | 4 | -1 | -1.2
44: COc1cc(C2C3CN(C)CC=C3C(C#N)=C(N)C2(C#N)C#N)ccc1OC(C)C (stereo not given)
→ -5 | 5 | -5 | 4 | 8 | 5 | -13 | 2 | 8 | 0.0
45: CCCc1nc(SC)[nH]c(=O)c1C
→ -1 | 13 | -1 | 3 | -3 | -5 | -2 | 4 | -1 | -1.7
46: Cc1ccc(NC(=O)c2nc(S(=O)(=O)Cc3ccccc3C)ncc2Cl)cc1C
→ -1 | -21 | 7 | -8 | -2 | -7 | 13 | 3 | 35* | 1.7
47: Cc1ccc(C(=O)N2CC(=O)Nc3ccc(C)cc3C2c2ccccc2)cc1 (stereo not given)
→ -5 | 4 | 0 | 1 | -2 | -5 | -1 | -2 | 0 | 2.5
48: Cc1cccc[n+]1CC(=O)c1ccccc1
→ 0 | -3 | 0 | 2 | -3 | -4 | -2 | 1 | -1 | -1.3
49: Cn1c(=O)c2cc(S(=O)(=O)NC(Cc3ccccc3)C(=O)NCC3CCCO3)ccc2n(C)c1=O (stereo not given)
→ 2 | -1 | 0 | 1 | 10 | 3 | 0 | -2 | -2 | 0.8
50: O=C(CSc1nc(=O)n(CCN2CCOCC2)c2c1CCCC2)Nc1ccc([N+](=O)[O-])cc1
→ 0 | 16 | 3 | -1 | 0 | -3 | -3 | -4 | 0 | 0.3
51: C=CCC[C@H](Cc1ccc(F)cc1)C(=O)OC[C@H](C)NC(=O)[C@H](CC=C)CC(=O)NCCO
→ -4 | 3 | -2 | -1 | -3 | 9 | -8 | -2 | 0 | 0.5
52: CCOC(=O)c1c(NC(=O)CSc2nnc(-c3ccccc3C)n2C)sc(C(C)=O)c1C
→ -3 | -52 | 2 | -11 | 0 | 4 | 9 | 0 | 0 | -2.5
53: COC(=O)C1CCN(c2cc(=O)n(C3CCCCC3)c(=O)[nH]2)CC1
→ -2 | 0 | -2 | 3 | 2 | -2 | 0 | 1 | 0 | -0.9
54: CC(C)(C)C(=O)c1c(N)[nH]c(C(=O)c2ccccc2)c1-c1ccc(Cl)cc1
→ -3 | nt | -1 | 0 | 1 | 3 | 5 | -4 | -3 | -2.6
55: COc1cc(N)c(Cc2nccc3cc(OC)c(OC)cc23)cc1OC
→ -1 | 16 | -3 | 10 | 2 | -2 | 9 | 1 | 1 | -4.1
56: O=C(O)COc1ccccc1/C=N/NC(=O)CN1CCN(S(=O)(=O)c2ccc(Br)cc2)CC1
→ 6 | -3 | 10 | -4 | -2 | -3 | 15 | -2 | 8 | -1.4
57: COc1ccc(C(=O)N(Cc2ccccc2)Cc2cc3cc4c(cc3[nH]c2=O)OCCO4)cc1
→ -6 | -4 | -4 | 0 | 22 | 7 | -2 | 2 | -2 | 1.9
58: Cc1cc(C(F)F)nn1CC(=O)NCc1ccccc1F
→ -1 | 3 | 1 | -5 | 2 | 1 | -2 | -3 | 2 | -0.7

Compound activity from PubChem BioAssay.
